High-throughput results as filed in PubChem BioAssay.
sEH act: soluble epoxide hydrolase (human) activation. activation, % at 2 µM. 0.04% of 91,000 active. P34913. purified human sEH enzymatic activity, activator screen. AID 717; in the data active means activation above about 37%; further: values of inactives mirror those of a sister screen read the other way
Target sequence (P34913 whole entry, looked up): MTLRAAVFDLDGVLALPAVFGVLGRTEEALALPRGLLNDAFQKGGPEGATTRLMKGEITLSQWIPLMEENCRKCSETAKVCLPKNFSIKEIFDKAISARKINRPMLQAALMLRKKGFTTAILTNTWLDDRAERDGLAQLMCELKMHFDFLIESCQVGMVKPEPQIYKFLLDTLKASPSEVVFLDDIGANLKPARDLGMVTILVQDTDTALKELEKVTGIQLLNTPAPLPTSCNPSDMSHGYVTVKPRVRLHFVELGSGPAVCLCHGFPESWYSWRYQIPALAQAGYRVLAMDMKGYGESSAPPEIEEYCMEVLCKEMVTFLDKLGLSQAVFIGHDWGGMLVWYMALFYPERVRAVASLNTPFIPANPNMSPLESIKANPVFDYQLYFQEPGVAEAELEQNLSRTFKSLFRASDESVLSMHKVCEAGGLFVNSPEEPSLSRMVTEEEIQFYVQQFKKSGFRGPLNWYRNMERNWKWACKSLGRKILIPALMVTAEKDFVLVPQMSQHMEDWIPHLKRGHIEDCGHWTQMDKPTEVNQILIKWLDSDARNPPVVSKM
PostGolgi yeast: growth inhibition of a yeast mutant, post-Golgi transport screen; post-Golgi transport phenotypic cell assay; inhibition, % at 10 µM; 0.9% of 98,000 active; AID 739;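 further: yeast cells grown in 1536-well plates; yeast grown about 18 h at 30C before absorbance read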
Ecoli WT expand: growth inhibitors of E. coli BW25113 wild type; OD600 absorbance; growth inhibition, % at 100 µM; 0.15% of 98,000 active;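 active means growth inhibition above about 50% at one test dose, limit read from the data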;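 further: growth measured after 20 h incubation at 37 °C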
PLAP activator: activators of human placental alkaline phosphatase; P05187; purified PLAP enzyme, luminescent substrate read-out; active compounds read high; activation fold at 20 µM; 1.2% of 96,000 active; AID 696; in the data active means activation fold above about 2
S1P2 antag: antagonists of human S1P2 receptor | AID 736 | 0.21% of 97,000 active | inhibition, % at 5 µM | cell-based S1P2 antagonist assay, inhibition at 5 uM; in the data active means inhibition above about 45%;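 further: CRE beta-lactamase reporter cells expressing human S1P2 stimulated with S1P; 0% = agonist at EC80 alone and 100% = agonist plus reference antagonist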
Target sequence (O95136 whole entry, looked up): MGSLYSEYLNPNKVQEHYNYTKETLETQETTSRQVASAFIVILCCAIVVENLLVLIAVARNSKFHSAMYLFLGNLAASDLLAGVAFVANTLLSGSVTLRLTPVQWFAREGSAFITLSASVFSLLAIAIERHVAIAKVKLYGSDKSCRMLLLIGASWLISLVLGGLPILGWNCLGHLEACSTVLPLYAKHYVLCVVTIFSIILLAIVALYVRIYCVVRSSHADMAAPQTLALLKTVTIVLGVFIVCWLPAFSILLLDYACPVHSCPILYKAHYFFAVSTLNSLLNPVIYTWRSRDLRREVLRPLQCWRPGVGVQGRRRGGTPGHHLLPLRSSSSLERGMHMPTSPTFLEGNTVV
CD11b adhes inh: inhibitors of human CD11b/CD18 binding to fibrinogen; inhibition, % at 10 µM; P05107+P11215; 0.54% of 93,000 active; AID 1497; K562 CD11b/CD18 adhesion to fibrinogen, ATPlite luminescence; Mn2+ added to activate the integrin;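 active means primary inhibition of 50% or more at 10 µM, then 40% or more on retest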; further: some results filed as inactive read as strong as hits
S1P2 ag: agonists of human S1P2 receptor | O95136 | S1P2-expressing cell line, agonist reporter read-out | activation, % at 4.5 µM | 0.46% of 97,000 active | AID 729; in the data active means activation above about 16%;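 further: 0% = vehicle low control and 100% = maximal reference agonist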
sEH inh: inhibitors of human soluble epoxide hydrolase; P34913; recombinant human sEH enzymatic activity assay; inhibition, % at 2 µM; 0.34% of 91,000 active; in the data active means inhibition above about 80%; further: values of inactives mirror those of a sister screen read the other way; many of its hits are not listed in these tables
PostGolgi ctrl: yeast control strain growth, post-Golgi counter-screen | efflux-deficient yeast background strain, growth absorbance A615, 16 h | AID 738 | inhibition, % at 10 µM | 5% of 98,000 active
Active calls of the source: *; · = not tested or not shown. Unless noted, no stated cut-off is given here; in the data, active means inhibition above about 30%; inactive means the rest.

Compound,sEH act,PostGolgi yeast,Ecoli WT expand,PLAP activator,S1P2 antag,CD11b adhes inh,S1P2 ag,sEH inh,PostGolgi ctrl
COc1ccccc1C1C(C#N)=C(N)Oc2cc(C)n(Cc3ccccn3)c(=O)c21 (stereo not drawn),11.5,-5.3,-3.0,1,-26.5,2.5,-0.5,-13.5,5.3
Cc1c(NC(=O)COC(=O)Cc2ccc(Cl)cc2)c(=O)n(-c2ccccc2)n1C,·,1.7,2.0,1.3,·,3.2,·,·,10.0
CCSc1nnc(NC(=O)c2cccnc2)s1,-1.7,-11.1,5.0,0.8,5.8,2.4,-2.7,4.2,14.6
O=C(c1ccc([N+](=O)[O-])cc1)N(Cc1ccc(Br)cc1)N1C(=O)CCCC1=O,-2.9,3.9,-3.0,1.1,18.0,7.2,-3.0,1.6,5.8
COc1ccccc1CNC(=O)COC(=O)c1cnccn1,2.9,-1.2,4.0,0.9,-6.1,-3.6,-6.8,-4.9,-6.6
O=c1c(Sc2ccccc2)c(C(F)(F)F)[nH]n1-c1ccccc1,7.0,-6.1,2.0,1,-0.4,55.5*,-3.0,-4.9,4.0
Cc1ccc2c(c1)N(CC(=O)N1CCCCC1c1cccnc1)C(=O)CO2 (stereo not drawn),3.4,2.2,7.0,0.8,-8.0,-0.4,-3.7,-7.9,6.3
COc1cccc(C2NC(=O)NC(C)=C2C(=O)Nc2cc(OC)ccc2OC)c1 (stereo not drawn),-2.2,-6.0,3.0,0.8,-10.5,-5.4,-3.9,1.9,2.5
CCCCCCn1c(N2CCN(c3cccc(Cl)c3)CC2)nc2c1c(=O)[nH]c(=O)n2C,2.5,7.3,-6.0,1,-9.8,-15.7,-0.2,-3.3,20.3
O=C(O)CSCCC(=O)Nc1ccc(F)cc1,-14.1,1.9,-18.0,1,-3.0,-10.2,-5.6,12.6,3.4

Gathered by group, the compounds so far containing a Cl atom (2)
Compound,sEH act,PostGolgi yeast,Ecoli WT expand,PLAP activator,S1P2 antag,CD11b adhes inh,S1P2 ag,sEH inh,PostGolgi ctrl
Cc1c(NC(=O)COC(=O)Cc2ccc(Cl)cc2)c(=O)n(-c2ccccc2)n1C,·,1.7,2.0,1.3,·,3.2,·,·,10.0
CCCCCCn1c(N2CCN(c3cccc(Cl)c3)CC2)nc2c1c(=O)[nH]c(=O)n2C,2.5,7.3,-6.0,1,-9.8,-15.7,-0.2,-3.3,20.3

Continuation.
Compound,sEH act,PostGolgi yeast,Ecoli WT expand,PLAP activator,S1P2 antag,CD11b adhes inh,S1P2 ag,sEH inh,PostGolgi ctrl
O=C(CN1CCN(C2CCCCC2)CC1)Nc1ccccc1N1CCCCC1,·,-3.2,1.0,1.5,·,-4.0,·,·,8.6
O=C(NCCOC12CC3CC(CC(C3)C1)C2)c1cccc(Br)c1,-24.3,1.4,-3.0,1.1,11.9,·,-3.5,26.0,20.3
O=c1c(-c2ccc(Br)cc2)coc2c(CN3CCOCC3)c(O)ccc12,5.1,2.3,2.0,1.1,0.8,·,-3.4,-3.6,8.6
CC(C)Oc1cccc(C(=O)NC(=S)Nc2cccc(C(F)(F)F)c2)c1,-5.6,-5.0,-6.0,1.1,-10.5,34.3,-2.0,7.7,16.5
COC(=O)C1=C(N)Oc2cc(C)n(CC3CCCO3)c(=O)c2C1c1ccccc1OC (stereo not drawn),-3.5,5.7,3.0,1.1,0.6,·,-4.7,4.5,-4.3
Cc1c(-n2cc(C(=O)c3ccccc3O)cc(C#N)c2=O)c(=O)n(-c2ccccc2)n1C,-8.2,-4.8,4.0,1.1,7.7,-19.5,-4.8,6.0,3.6
CC(N=C1NS(=O)(=O)c2ccccc21)c1ccccc1 (stereo not drawn),-10.8,15.9,-2.0,1.2,12.9,3.4,0.1,11.9,7.0
Cc1oc2c(c(=O)c1C)C(=O)CC(c1ccccc1)C2 (stereo not drawn),·,1.3,-1.0,0.9,·,3.5,·,·,6.0
Cc1cc(C)cc(OCC(=O)N2CCCCCC2)c1,-0.3,-10.8,12.0,0.9,-13.4,-29.2,-3.8,0.2,33.9*
CC(C)Cn1c(N)c(C(=O)COC(=O)c2ccc3c(c2)OCCO3)c(=O)n(C)c1=O,-1.7,-6.3,-5.0,1.6,20.1,31.1,-2.2,0.5,-2.8
O=C(CSc1oc(-c2cccs2)nc1S(=O)(=O)c1ccc(F)cc1)NCC1CCCO1 (stereo not drawn),·,-4.8,1.0,1.3,6.3,-15.9,-8.3,·,14.8
CC(C)(O)C1=NOC(c2ccccc2)C1 (stereo not drawn),-1.3,-1.3,7.0,1,-9.2,·,-8.2,2.6,-3.5
CC(C)CC(c1nnnn1CC1CCCO1)N1CCN(C2CCCC2)CC1 (stereo not drawn),·,10.8,1.0,1.5,·,-11.1,·,·,2.5
Cc1ccc2c(c1)c(CC(=O)Nc1ccc(C)c(F)c1)c(C(=O)O)n2C,2.5,23.1,-4.0,1.5,-7.2,23.8,-8.3,-3.0,2.5
Nc1cc(CN2C(=O)c3ccccc3C2=O)cc(Cl)c1O,-3.5,5.7,9.0,0.8,-5.6,·,0.8,3.1,3.9
Cc1cc(Cl)ccc1OCCCC(=O)N1CCCCC1,19.4,-7.4,-5.0,1.8,-2.5,7.4,-3.3,-20.2,12.9
COc1cccc(-n2nnc3c(=O)n(CC(=O)N4CCCc5ccccc54)cnc32)c1,0.1,-8.7,5.0,1.1,20.6,-5.1,-5.0,-0.3,0.0
O=C(COC(=O)CCC(=O)Nc1nccs1)NCc1ccco1,-6.5,7.8,-1.0,1.1,11.8,-1.5,-5.8,7.5,20.1
CCn1cnc2cc(NS(=O)(=O)c3ccc(C)cc3)ccc21,-3.9,-4.8,0.0,0.9,-4.6,-3.6,-1.8,2.2,-0.4
O=C(Nc1nnc(-c2ccncc2)s1)C1CCCO1 (stereo not drawn),7.5,6.8,-1.0,1,-5.2,·,-1.6,-6.7,-5.0
Cc1ccc(-c2ccc(/C=N/c3ncn[nH]3)o2)cc1Cl,-2.5,-4.5,13.0,1.1,-1.5,·,-2.1,7.4,34.5*
CN1CCN(c2nc3c(c(=O)[nH]c(=O)n3C)n2CCSc2nc3ccccc3s2)CC1,11.1,-1.6,3.0,·,13.7,·,-1.2,-12.2,-11.1
COc1ccccc1N1C(=O)CC(Nc2ccc(N3CCOCC3)cc2)C1=O (stereo not drawn),2.9,-0.2,-3.0,1,-6.9,-0.7,-3.1,-0.4,0.5
CC(C)C(=O)Nc1ccc(NC(=S)NC(=O)c2ccc([N+](=O)[O-])cc2)cc1,-8.3,4.2,1.0,0.8,-4.8,·,0.6,7.2,-5.3
COc1cc(NC(=O)c2cc3nc(C4CC4)cc(C(F)(F)F)n3n2)c(OC)cc1Cl,1.2,5.5,-8.0,1,12.3,·,-6.5,1.5,1.1
O=C(CSCc1nc2ccccc2[nH]1)Nc1ccc2ccccc2c1,0.1,-5.9,4.0,0.9,12.4,3.6,-2.3,-1.9,11.0
CCCn1c(=O)[nH]c(=O)c2c1nc(-c1ccc(OC(F)(F)C(F)C(F)(F)F)cc1)n2CCOC (stereo not drawn),-4.2,-3.5,5.0,1.2,-7.4,-23.3,-0.2,-1.4,3.9
COc1ccc(S(=O)(=O)Nc2ccc(O)c(Sc3ncn[nH]3)c2)cc1,12.5,·,·,·,-23.9,·,0.5,-9.4,·
O=C(CCn1cnc2ccccc2c1=O)Nc1ccc(S(=O)(=O)N2CCCCC2)cc1,-19.8,-0.8,-10.0,1,8.2,-19.6,-6.2,20.8,6.1
CCOC(=O)c1nc2ccccc2s1,-2.8,-0.5,3.0,0.9,1.7,-0.2,-5.3,3.2,-1.6

Part of the list above in order of heavy-atom count, rising.
Compound,sEH act,PostGolgi yeast,Ecoli WT expand,PLAP activator,S1P2 antag,CD11b adhes inh,S1P2 ag,sEH inh,PostGolgi ctrl
Cc1ccc(-c2ccc(/C=N/c3ncn[nH]3)o2)cc1Cl,-2.5,-4.5,13.0,1.1,-1.5,·,-2.1,7.4,34.5*
COc1ccccc1N1C(=O)CC(Nc2ccc(N3CCOCC3)cc2)C1=O (stereo not drawn),2.9,-0.2,-3.0,1,-6.9,-0.7,-3.1,-0.4,0.5
CN1CCN(c2nc3c(c(=O)[nH]c(=O)n3C)n2CCSc2nc3ccccc3s2)CC1,11.1,-1.6,3.0,·,13.7,·,-1.2,-12.2,-11.1

Next part.
Compound,sEH act,PostGolgi yeast,Ecoli WT expand,PLAP activator,S1P2 antag,CD11b adhes inh,S1P2 ag,sEH inh,PostGolgi ctrl
COc1ccc(C(NC(=O)CNC(C)=O)C(=O)Nc2ccc(C(C)C)cc2)cc1 (stereo not drawn),19.2,13.5,-2.0,1.6,26.8,-3.0,-2.7,-22.8,-6.1
CCN(CC)CCNC(=O)CS(=O)Cc1nc(-c2ccccc2Cl)oc1C (stereo not drawn),7.4,6.4,-7.0,1.3,14.4,-23.2,-7.9,-6.8,15.7
CCCCCn1c2nc3ccccc3nc2c2c(=O)n(CC(C)C)cnc21,5.9,11.0,-2.0,0.8,-12.1,2.3,-1.6,-3.1,-0.3
Cc1cccc(OCC(=O)Nc2ccc3c(c2)OCO3)c1C,-34.7,4.6,1.0,0.8,-10.8,4.3,-5.7,35.1,5.4
O=C(CCC1COc2ccccc2O1)Nc1cccnc1 (stereo not drawn),4.8,-4.7,3.0,0.9,-7.7,-15.0,-0.8,-8.5,12.4
CCc1ccccc1NC(=O)CN(c1cccc(OC)c1)S(C)(=O)=O,3.1,-2.7,4.0,1,12.5,-5.0,-2.8,-5.2,6.1
COc1ccc(Nc2nnc(C)c3ccccc23)cc1C(N)=O,·,-12.8,-6.0,0.8,18.0,3.8,-1.7,·,-0.4
COc1ccccc1-c1nc(C#N)c(N2CCCCCC2)o1,17.0,-9.8,3.0,1.4,7.5,34.8,-1.1,-16.4,42.1*
O=C(O)c1cccc2c1C(=O)N(Cc1ccncc1)C2,-3.0,-11.7,1.0,1,2.5,4.0,-3.7,2.5,34.8*
CCOc1ccc(N2C(=O)CC(Sc3nccc(C)n3)C2=O)cc1 (stereo not drawn),9.4,0.9,-5.0,1,-2.6,-3.5,-1.4,-8.0,-1.9
CCc1ccc(S(=O)(=O)NCCc2csc(-c3cccnc3)n2)s1,18.6,5.1,1.0,1.2,19.6,2.3,-3.6,-20.5,3.7
COc1ccccc1CC(=O)Nc1ccc(OC)c(OC)c1,-1.3,7.1,2.0,1,16.4,·,1.3,2.7,7.5
O=C(NC1CCCCCC1)C1CCCN1S(=O)(=O)c1cccc2cccnc12 (stereo not drawn),1.4,-4.8,8.0,1.5,16.9,1.6,-2.0,-2.7,12.3
CCN(CC)S(=O)(=O)c1ccc(C(=O)Nc2ncn(Cc3ccccc3)n2)cc1,-53.1,3.2,-1.0,1.3,11.7,10.7,-3.1,52.1,21.4
CCOC(=O)c1cc(-c2ccc3c(c2)OCO3)nc2onc(C)c12,18.0,1.5,-1.0,1,-20.8,-9.2,-1.9,-23.2,7.2
Clc1cccc(OCCn2cncn2)c1Cl,6.8,-10.6,2.0,0.9,-10.8,17.7,-6.3,-7.1,3.1
Cn1nnc(NC(=O)c2ccco2)n1,11.7,7.0,7.0,1,5.3,-15.1,-2.5,-13.9,-5.5
